Mcl1-Noxa inh = disrupts binding of human Mcl-1 to Noxa peptide; Q07820; TR-FRET Mcl-1/Noxa peptide binding, 2 h; inhibition, % at 21.7 µM; 220,000 tested, 1.5% active; AID 1022;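 active means compounds that cut the protein-peptide binding signal by more than 50% relative to plate controls in a single-dose test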;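 further: His-tagged Mcl-1 with rhodamine Noxa BH3 peptide and terbium anti-His antibody; 0% = Mcl-1 plus Noxa peptide wells and 100% = peptide-only wells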
Target sequence (Q07820 whole entry, looked up): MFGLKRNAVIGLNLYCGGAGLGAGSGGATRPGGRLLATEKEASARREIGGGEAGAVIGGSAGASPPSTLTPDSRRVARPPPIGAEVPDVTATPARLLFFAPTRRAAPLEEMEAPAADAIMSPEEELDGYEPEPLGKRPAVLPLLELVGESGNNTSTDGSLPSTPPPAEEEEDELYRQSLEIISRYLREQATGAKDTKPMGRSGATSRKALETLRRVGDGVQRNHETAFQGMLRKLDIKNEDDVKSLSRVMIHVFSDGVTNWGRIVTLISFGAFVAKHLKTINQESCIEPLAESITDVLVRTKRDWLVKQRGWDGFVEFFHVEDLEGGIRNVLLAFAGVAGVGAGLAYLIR
HRas wt GTP bind = human HRas wildtype GTP binding, change in either direction; P01112; GST-Ras wt beads, Bodipy-FL-GTP binding, flow cytometry; actives lie on both sides; GTP binding activity, % at 10 µM; 190,000 tested, 0.14% active; AID 759;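 active means GTP binding activity at least 20% away from the 100% baseline, either lowered as inhibitor or raised as activator; inconclusive means flagged as likely green fluorescent, judged across all proteins in the well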;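 further: 0% = unlabeled GTP competition control and 100% = no-compound control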
Target sequence (P01112 whole entry, looked up): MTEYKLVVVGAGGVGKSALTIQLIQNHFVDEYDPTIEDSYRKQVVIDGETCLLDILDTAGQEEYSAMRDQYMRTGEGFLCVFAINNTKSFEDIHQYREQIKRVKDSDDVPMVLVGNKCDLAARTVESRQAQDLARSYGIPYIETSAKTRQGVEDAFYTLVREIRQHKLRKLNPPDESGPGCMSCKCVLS
Mcl-1 Bim block = disrupts Bim peptide binding to human Mcl-1 | AID 1009 | 190,000 tested, 0.1% active | inhibition, % at 10 µM | Bead-based flow cytometry, Bim peptide-Mcl-1 binding; in the data active means inhibition above about 40%;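 further: 0% = no compound tracer wells and 100% = peptide blocker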
Rab2 wt GTP = changes GTP binding to wildtype dog Rab2A, up or down; P61105; GST-Rab2 wt beads, Bodipy-GTP binding, flow cytometry; GTP binding activity, % at 10 µM; 190,000 tested, 0.19% active; AID 760;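 active means GTP binding activity at least 20 points away from 100%, either lowered or raised; inconclusive means signal likely due to the compound's own green fluorescence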;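 further: 0% = beads with excess unlabeled GTP and 100% = no-compound control corrected for plate trend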
Rab7 wt modul = alters GTP binding to wildtype dog Rab7; GST-Rab7 beads, fluorescent GTP binding, flow cytometry; actives lie on both sides; untreated = 100%, excess cold GTP = 0%; GTP binding activity (percent of control), % at 10 µM; 190,000 tested, 0.055% active;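 active means fluorescent GTP binding to Rab7 beads changed by at least 20 points from the 100% baseline, either direction, mostly lower; inconclusive means compound itself probably fluorescent, or too few beads counted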;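 further: median green fluorescence of bound Bodipy-FL-GTP per Rab7 bead population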
Pf gametocyte = P. falciparum stage V gametocyte viability inhibition; P. falciparum stage V gametocytes, ATP luminescence, 24 h; inhibition, % at 10.9 µM; 150,000 tested, 0.065% active;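 active means inhibition above the mean plus 3 SD of compounds within the control limits, set per campaign, cut at about 38% in these data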;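 further: 0% = DMSO wells and 100% = medium only without gametocytes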
Rac1 mut GTP = human Rac1 activated mutant GTP binding change. P63000. GST-Rac1 activated beads, fluorescent GTP binding, flow cytometry; actives lie on both sides; 100% means binding = to untreated wells. percent activity (GTP binding), % at 10 µM. 190,000 tested, 0.11% active;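 active means GTP binding at least 20 percentage points away from the 100% baseline, in either direction, so actives lie on both sides; inconclusive means Compound likely fluorescent itself, or too few beads counted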
Mcl1-Bid inh = disrupts binding of human Mcl-1 to Bid peptide; Q07820; AID 1021; inhibition, % at 21.7 µM; TR-FRET Mcl-1/Bid-Dy647 peptide binding, 1536-well; 220,000 tested, 0.97% active;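 active means compounds that cut the binding signal by more than half at the single screening dose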;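 further: His-tagged Mcl-1 with europium anti-His antibody binding Bid BH3 peptide; 0% = Mcl-1 plus peptide wells and 100% = peptide-only wells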
Avidin bead fluor = avidin bead compound fluorescence profile; fluorescence (KMESF) at 10 µM; Avidin beads, compound fluorescence 488/530 nm, flow cytometry; active compounds read high; 220,000 tested, 0.38% active; in the data active means fluorescence above about 47; further: inactives centre near 10
Cdc42 wt = modulators (inhibitors or activators) of GTP binding to human Cdc42 wildtype; P60953; GST-Cdc42 beads, Bodipy-GTP binding, flow cytometry; actives lie on both sides; percent activity (GTP binding), % at 10 µM; 190,000 tested, 0.2% active; AID 761;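 active means percent activity GTP binding at least 20 points away from the 100% baseline, either down as inhibitor or up as activator; inconclusive means compound flagged as likely green fluorescent from well-wide comparison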;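 further: median bead fluorescence of bound Bodipy-FL-GTP at 100 nM; 0% = excess unlabeled GTP control and 100% = no compound control; below 100% means less GTP binding so inhibitor and above means activator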
Target sequence (P60953 whole entry, looked up): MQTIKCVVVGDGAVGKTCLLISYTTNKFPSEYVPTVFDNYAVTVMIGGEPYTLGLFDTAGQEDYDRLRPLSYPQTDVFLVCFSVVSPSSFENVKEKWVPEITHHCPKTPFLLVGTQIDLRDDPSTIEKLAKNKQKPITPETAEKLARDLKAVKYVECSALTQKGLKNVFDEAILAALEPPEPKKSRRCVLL
Rac1 wt GTP bind = alters GTP binding to wildtype human Rac1 | GST-Rac1 beads, fluorescent GTP binding, flow cytometry; actives lie on both sides; 0 = cold GTP competed, 100 = untreated | GTP binding activity (% of control), % at 10 µM | 190,000 tested, 0.27% active;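 active means GTP binding activity at least 20 points away from the 100% control level, either lower or higher; inconclusive means compound flagged as likely green fluorescent, judged across all proteins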
An asterisk follows results filed as active; ? = inconclusive; . = no result given.

Order of values – Mcl1-Noxa inh	HRas wt GTP bind	Mcl-1 Bim block	Rab2 wt GTP	Rab7 wt modul	Pf gametocyte	Rac1 mut GTP	Mcl1-Bid inh	Avidin bead fluor	Cdc42 wt	Rac1 wt GTP bind
CC(=C/c1ccco1)/C=N/NC(=O)c1nnn(-c2nonc2N)c1CN(C)C
 : 35	97	-24	97	99	-10	95	-26	24	93	98
CCOC(=O)c1sc(NC(=O)CNC(=O)Cn2cnc3sc(C)c(C)c3c2=O)nc1C
 : -71	103	-2	101	103	0	101	6	25	101	105
CC(=O)c1ccc(N2C(=O)[C@@H]3C(CCC(N)=O)NC4(C(=O)Nc5c4ccc(Cl)c5C)[C@@H]3C2=O)cc1 (some centres not stated)
 : 5	100	-3	100	101	18	100	-28	8	97	102
Cc1cccc(C(=O)NNS(=O)(=O)c2ccccc2[N+](=O)[O-])c1
 : 11	94	-2	100	95	10	95	-9	3	96	101
O=C(Cc1cccs1)Nc1ccc(-c2nc3ccccc3[nH]2)cc1
 : -5	101	0	100	103	.	99	-37	10	101	101
CNC(=S)N1CCN(c2ccccc2OC)CC1
 : -6	100	-2	104	104	-3	99	-21	7	103	110
CCOC(=O)/C=C/C(=O)Nc1ccccc1-c1ccccc1NC(=O)/C=C/C(=O)OCC
 : 13	102	-2	99	102	.	99	-16	12	98	102
CCNC(=S)N1CCN(c2cccc(C(F)(F)F)c2)CC1
 : 3	102	-2	101	103	21	100	-70	14	102	104
COc1ccc(S(=O)(=O)N(CC(=O)NC2CC2)C2CCCCC2)cc1Cl
 : 5	99	-2	99	99	.	101	-1	25	104	103
O=C(COc1ccc(Cl)cc1)NCC(=O)N/N=C/c1cccs1
 : 8	96	0	95	94	12	95	-8	25	97	97
C=CCNC(=S)N(CC=C)C1CCS(=O)(=O)C1 (configuration not stated)
 : -15	104	-2	102	98	-10	102	-56	3	104	104
COc1ccc(C(=O)/C(C)=N/O)cc1OC
 : -2	99	-1	100	97	12	100	-4	13	104	104
Brc1ccc(CN2CCN(c3ccccn3)CC2)s1
 : 10	101	1	101	94	-8	99	23	7	100	101
Cc1cc(Cl)ccc1C(=O)C1CCCN(C(=O)c2snnc2C)C1 (configuration not stated)
 : -12	97	-1	100	104	-2	94	-20	0	96	97
O=C(O)CC/C(=N\NC(=O)c1ccccc1Br)c1ccccc1
 : -4	98	-6	98	100	-8	98	-4	3	101	100

The last 2 entries of the section before lead into the next.
Order of values – Mcl1-Noxa inh	HRas wt GTP bind	Mcl-1 Bim block	Rab2 wt GTP	Rab7 wt modul	Pf gametocyte	Rac1 mut GTP	Mcl1-Bid inh	Avidin bead fluor	Cdc42 wt	Rac1 wt GTP bind
Cc1cc(Cl)ccc1C(=O)C1CCCN(C(=O)c2snnc2C)C1 (configuration not stated)
 : -12	97	-1	100	104	-2	94	-20	0	96	97
O=C(O)CC/C(=N\NC(=O)c1ccccc1Br)c1ccccc1
 : -4	98	-6	98	100	-8	98	-4	3	101	100
O=C(COc1cc(Cl)c(Cl)cc1Cl)NCCc1ccccn1
 : 16	99	-1	97	102	6	97	-2	22	94	93
Cc1cc(Cl)ccc1OC(C)c1nnc(N)s1 (configuration not stated)
 : 13	101	-131	98	100	.	99	2	9	102	104
CS(=O)(=O)Nc1ccc(C(=O)NCCSCc2ccccc2)cc1
 : 7	94	-3	95	96	.	96	-6	3	96	97
O=C(OCc1nnc(-c2ccccc2)o1)c1cc(F)c(F)cc1Cl
 : 14	97	0	96	105	-14	94	-8	12	97	99
COc1ccc(C2=NOC(C(=O)NCc3cccs3)C2)cc1 (configuration not stated)
 : 13	102	-1	100	104	.	100	2	9	99	102
COCCCN1CCc2[nH]c(=S)[nH]c(=O)c2C1
 : -5	99	-1	100	103	7	101	-89	16	100	105
COc1ccc(NC(=O)CCS(=O)(=O)c2cccc3nonc23)c(OC)c1
 : 6	100	-1	99	99	.	98	-5	6	101	102
O=C(Cn1nnc(-c2cccs2)n1)N1CCc2ccccc2C1
 : -6	100	0	99	101	1	98	4	7	99	102
CCC(CC)C(=O)Nc1cccc(-c2nc3ccccc3o2)c1
 : -2	96	-1	95	97	.	94	-8	13	96	93
CC(=O)N1CCC(N(C(=O)Nc2c(F)cccc2F)C(C)C)CC1
 : 11	99	1	98	99	.	98	-15	9	95	106
COc1cccc(C(=O)C2CCCN(CC3=Cc4cc(OC)ccc4OC3)C2)c1 (configuration not stated)
 : 12	96	0	95	102	2	93	-35	4	97	99
CNC[C@H](O)c1cccc(O)c1
 : 22	103	-1	101	94	.	99	-4	11	105	103
O=C(/C=C/c1ccc(Br)cc1)NC(=S)Nc1ccc(S(=O)(=O)Nc2nccs2)cc1
 : 52*	96	-2	95	94	.	97	58*	34	99	98
C=COCCNC(=S)Nc1ccccc1
 : 15	99	-4	100	98	38	99	-57	9	99	97
O=C(OCC(=O)N1CCc2ccccc2C1)c1cccs1
 : -2	99	-2	100	100	.	99	-41	10	100	103

Gathered by group, the entries above containing fluorine (3)
Order of values – Mcl1-Noxa inh	HRas wt GTP bind	Mcl-1 Bim block	Rab2 wt GTP	Rab7 wt modul	Pf gametocyte	Rac1 mut GTP	Mcl1-Bid inh	Avidin bead fluor	Cdc42 wt	Rac1 wt GTP bind
CCNC(=S)N1CCN(c2cccc(C(F)(F)F)c2)CC1
 : 3	102	-2	101	103	21	100	-70	14	102	104
O=C(OCc1nnc(-c2ccccc2)o1)c1cc(F)c(F)cc1Cl
 : 14	97	0	96	105	-14	94	-8	12	97	99
CC(=O)N1CCC(N(C(=O)Nc2c(F)cccc2F)C(C)C)CC1
 : 11	99	1	98	99	.	98	-15	9	95	106

Additional records:
Order of values – Mcl1-Noxa inh	HRas wt GTP bind	Mcl-1 Bim block	Rab2 wt GTP	Rab7 wt modul	Pf gametocyte	Rac1 mut GTP	Mcl1-Bid inh	Avidin bead fluor	Cdc42 wt	Rac1 wt GTP bind
CCOc1ccc(NC(=O)CN(C)CC(=O)NC2CCCc3ccccc32)cc1OCC (configuration not stated)
 : 9	97	-4	97	96	-21	96	-9	24	99	100
COc1ccc(C(=O)Nc2ccccc2NC(=O)c2ccco2)cc1OC
 : 7	105	2	103	103	.	104	-19	8	105	111
O=C(N[C@@H](Cc1c[nH]c2ccccc12)C(=O)NC1CC1)c1ccccc1Cl
 : -6	98	-2	98	94	-5	99	-8	7	103	107
CC(C)c1ccccc1NC(=S)NCc1ccccc1F
 : 8	101	-3	97	101	15	97	-51	4	96	104
CC(C)(C)C(=O)[C@H]1[C@H](c2ccccc2)[C@@]2(N=C(c3ccccc3)OC2=O)C2c3ccccc3C=NN21 (some centres not stated)
 : 14	100	3	96	98	-15	97	-76	36	96	98
COc1ccc2cc(C3CC(c4ccco4)=NN3C(=O)CCC(=O)O)c(Cl)nc2c1 (configuration not stated)
 : 24	100	2	101	102	-6	100	-57	6	97	102
CC(=O)Nc1ccc(OCC(O)Cn2cnc3ccccc32)cc1 (configuration not stated)
 : 3	105	1	105	103	11	102	-21	29	104	104
Cc1cc(NC(=O)CSc2nc3ccccc3n2CC(=O)N2CCCCC2)no1
 : 5	100	-1	99	100	.	98	-6	32	102	98
CC1(C)Cc2ccccc2C(=NCC(=O)O)N1
 : 2	98	-1	98	97	.	99	-13	10	99	99
COc1ccccc1-c1nc(C#N)c(N2CCN(Cc3ccccc3)CC2)o1
 : 0	93	0	97	100	.	96	-4	12	90	86
COc1ccccc1NC(=O)CSc1nnc(-c2ccc(NC(C)=O)cc2)n1C
 : 27	99	-1	99	95	33	97	-31	21	100	101
CCOc1cc(C2CC(=O)NC3=C2C(=O)C(C(=O)OC)C(C)C3)cc(Cl)c1O (configuration not stated)
 : 5	103	0	100	102	-3	101	-17	24	106	108
CCn1cc(C(=O)NCc2ccc(Cl)cc2)c(=O)c2cc(S(=O)(=O)N3CCOCC3)ccc21
 : 13	100	0	98	96	.	98	12	7	97	102
CC(C)N(CCCNC(=O)CC1Oc2ccccc2NC1=O)Cc1ccccc1 (configuration not stated)
 : 15	99	-4	101	102	.	98	-13	6	99	104
Cc1cccc(N2CC(C(=O)OCC(=O)c3ccc(OC(=O)c4cccs4)cc3)CC2=O)c1C (configuration not stated)
 : 4	101	-4	98	101	10	97	-21	14	100	101

Next part
Order of values – Mcl1-Noxa inh	HRas wt GTP bind	Mcl-1 Bim block	Rab2 wt GTP	Rab7 wt modul	Pf gametocyte	Rac1 mut GTP	Mcl1-Bid inh	Avidin bead fluor	Cdc42 wt	Rac1 wt GTP bind
O=S(=O)(/C=C/c1ccccc1)N1CCN(Cc2ccc3c(c2)OCO3)CC1
 : 11	?	1	?	?	.	?	-14	9	?	?
CCc1ccc(C2=NN(CCC(=O)NCc3cccs3)C(=O)CC2)cc1
 : 22	103	-2	102	105	-11	102	8	11	103	102
Cc1ccc2nnnc(-c3ccccc3)c2c1
 : -7	97	-17	95	100	13	100	2	3	96	101
COc1ccccc1NC(=O)C(=O)N/N=C(\C)CC(=O)Nc1ccc(OCc2ccccc2)cc1
 : -26	102	-3	101	95	24	100	-39	7	105	100
O=C(Nc1ccc(Cl)cc1)c1ccc2nsnc2c1
 : 20	93	-1	96	94	-16	94	-18	8	95	97
CCC(C)C(=O)Nc1nc2c(s1)C(=O)CC(C)(C)C2 (configuration not stated)
 : -1	99	-1	98	103	.	100	8	7	96	101
Cc1cc(Cl)n2c(nc3cc(F)c(F)cc32)c1C#N
 : 23	85	-5	86	93	.	86	-37	9	88	86
CC(C)(C)CN1CCNC(=O)C1CC(=O)N1CCC(C(=O)N2CCOCC2)CC1 (configuration not stated)
 : 1	100	3	101	104	6	96	-46	11	100	101
COc1ccc(OC(C)C(=O)N2CC(C)OC(C)C2)cc1 (configuration not stated)
 : 9	102	0	101	99	-7	101	3	23	104	107

Looked up above:
Result for CCC(C)C(=O)Nc1nc2c(s1)C(=O)CC(C)(C)C2 (configuration not stated) under Cdc42 wt: 96
Result for CCc1ccc(C2=NN(CCC(=O)NCc3cccs3)C(=O)CC2)cc1 under Rac1 mut GTP: 102
Result for O=S(=O)(/C=C/c1ccccc1)N1CCN(Cc2ccc3c(c2)OCO3)CC1 under Avidin bead fluor: 9
Result for COc1ccccc1NC(=O)C(=O)N/N=C(\C)CC(=O)Nc1ccc(OCc2ccccc2)cc1 under Rac1 wt GTP bind: 100
Result for CC(C)(C)CN1CCNC(=O)C1CC(=O)N1CCC(C(=O)N2CCOCC2)CC1 (configuration not stated) under Rab7 wt modul: 104
Result for Cc1cc(Cl)n2c(nc3cc(F)c(F)cc32)c1C#N under Rab7 wt modul: 93

Outcome played no part in choosing rows; any-hit rate near 2.7%.
